697 NFkB inh – inhibitors of the PMA/ionomycin-induced NF-kB reporter in 697 B cells. 697 B-cell NF-kB luciferase reporter, 16 h. inhibition, % at 4 µM. actives 0.33% (n = 330,000); in the data active = inhibition above about 35%
Gli-Sufu block – antagonists of Gli-Sufu signaling; Sufu-KO-LIGHT fibroblasts, Gli luciferase reporter luminescence; inhibition, % at 5 µM; actives 0.74% (n = 340,000);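 active = inhibition above about 55%, limit read from the data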;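 also: 0% = DMSO-treated cells and 100% = wells with medium but no cells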
EBI2 block – antagonists of human EBI2 receptor; P32249; EBI2 beta-arrestin recruitment, luminescence, 7a,25-OHC stimulated; inhibition, % at 5 µM; actives 0.81% (n = 360,000); AID 651636; in the data active = inhibition above about 38%;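 also: enzyme fragment complementation signal reports receptor beta-arrestin coupling in cells; 0% = agonist plus DMSO wells and 100% = wells without agonist; some results beyond the cut were filed as inactive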
Target sequence (P32249 whole entry, looked up, the tested form may be a part): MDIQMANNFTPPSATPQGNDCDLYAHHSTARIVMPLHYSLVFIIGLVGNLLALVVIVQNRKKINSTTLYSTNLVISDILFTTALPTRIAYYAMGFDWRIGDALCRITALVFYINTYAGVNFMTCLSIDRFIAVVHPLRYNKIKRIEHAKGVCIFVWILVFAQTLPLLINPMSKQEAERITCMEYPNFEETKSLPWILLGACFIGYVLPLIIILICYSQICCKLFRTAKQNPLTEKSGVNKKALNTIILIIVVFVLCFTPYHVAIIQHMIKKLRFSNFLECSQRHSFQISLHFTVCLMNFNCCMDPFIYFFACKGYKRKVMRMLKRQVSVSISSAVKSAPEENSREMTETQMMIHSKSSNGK
APJ antag – APJ receptor antagonism. inhibition, % at 20 µM. CHO-K1 APJ beta-arrestin complementation, luminescence. P35414. actives 0.32% (n = 330,000). AID 2521;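 active = inhibition above about 40% at 20 µM, limit read from the data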;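 also: cells challenged with 10 nM apelin-13 agonist together with compound; plate controls were apelin-13 plus DMSO wells for no effect and DMSO wells lacking apelin-13 for full effect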
CCR6 antag – antagonists of human CCR6 receptor | actives 0.49% (n = 340,000) | AID 493098 | P51684 | inhibition, % at 20 µM | CHO-K1 CCR6 PathHunter beta-arrestin, luminescence, CCL20-stimulated;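 active = compounds whose inhibition of the agonist-driven luminescence signal at 20 µM reaches about 50%, limit read from the data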;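 also: cells stimulated with CCL20 at 14 nM final; plate controls were DMSO with CCL20 for no effect and DMSO without agonist for full effect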
CXCR6 inh – CXCR6 (human) receptor inhibition; inhibition, % at 20 µM; actives 0.36% (n = 360,000); CHO-K1 PathHunter CXCR6 beta-arrestin, luminescence; O00574; in the data active = inhibition above about 34%, passing the limit was not always enough;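 also: antagonist mode with CXCL16 agonist at 10 nM final; 0% = 10 nM CXCL16 with DMSO and 100% = unstimulated wells without agonist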
Target sequence (O00574 whole entry, looked up): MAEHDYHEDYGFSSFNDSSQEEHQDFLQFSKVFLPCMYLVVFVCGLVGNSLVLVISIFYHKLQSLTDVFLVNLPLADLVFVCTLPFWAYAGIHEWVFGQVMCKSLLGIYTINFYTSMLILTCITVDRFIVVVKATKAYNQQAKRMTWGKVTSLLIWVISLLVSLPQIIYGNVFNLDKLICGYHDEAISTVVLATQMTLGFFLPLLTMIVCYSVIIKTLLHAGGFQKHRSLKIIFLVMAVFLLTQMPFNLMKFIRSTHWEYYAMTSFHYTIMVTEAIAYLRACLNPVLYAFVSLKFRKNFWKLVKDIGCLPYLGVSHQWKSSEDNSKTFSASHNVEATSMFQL
Jurkat NFkB inh – inhibitors of the PMA/ionomycin-induced NF-kB reporter in Jurkat cells; inhibition, % at 4 µM; actives 0.53% (n = 330,000); PMA/ionomycin-induced NF-kB luciferase reporter, luminescence; AID 435003; in the data active = inhibition above about 50%
UBC13 polyUb – inhibitors of human UBC13 polyubiquitin chain formation | P61088 | TR-FRET | inhibition, % at 20 µM | actives 0.47% (n = 330,000) | AID 485273; in the data active = inhibition above about 45%, passing the limit was not always enough
Target sequence (P61088 whole entry, looked up): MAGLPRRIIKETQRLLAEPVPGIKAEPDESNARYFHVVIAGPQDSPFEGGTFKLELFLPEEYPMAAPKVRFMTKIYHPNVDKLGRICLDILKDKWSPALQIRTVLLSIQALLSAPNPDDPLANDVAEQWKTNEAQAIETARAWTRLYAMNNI
Active calls of the source: *; / = no result given.

molecule,697 NFkB inh,Gli-Sufu block,EBI2 block,APJ antag,CCR6 antag,CXCR6 inh,Jurkat NFkB inh,UBC13 polyUb
CC(=O)c1cc2c(cc1NC(=O)c1ccc(Cl)cc1)OCCO2,13,8,12,19,8,12,-13,12
CCNC(=O)c1ccccc1-c1nc(-c2ccccc2OC)no1,-3,6,-5,3,0,2,-13,-4
Cc1ccc(CCN2CC(C(=O)NCCN3CCOCC3)CC2=O)cc1 (stereo unspecified),-26,2,/,-18,-26,/,-16,-14
CC(=O)Nc1ccc(NC(=S)Nc2ccc(Br)cc2)cc1,25,-5,18,11,19,1,13,8
CCN(CC)c1ccc(N2C(=O)c3ccccc3C2=O)cc1,-22,-54,-17,3,0,-2,-1,1
Cc1ccc(CNC(=O)CCN2C(=O)[C@@H]3Cc4ccccc4CN3C2=O)cc1,-11,-10,2,-4,3,2,-21,0
CCc1ccccc1N(CC(=O)NC(C)(C)CC)C(=O)CCC(=O)Nc1nccs1,14,2,12,-9,14,6,-6,1
O=C(Cn1cc([N+](=O)[O-])cn1)N1CCN(c2ccccc2)CC1,-13,-4,18,19,-3,4,7,5
COc1ccc(NS(=O)(=O)c2cccc(C(=O)NNC(=O)c3ccccc3O)c2)cc1,-18,-5,-3,17,11,1,-12,-5
CCc1ccccc1NC(=O)CCc1c(C)nc(SC)nc1C,10,29,0,3,7,6,3,4
CC(C)c1c(C(=O)N/N=C/c2cccc(OCc3ccc(F)cc3)c2)nnn1-c1nonc1N,-24,-15,-9,3,-3,6,1,-8
COc1cccc(CNC(=O)c2ccncc2)c1,-5,3,4,9,-10,-2,6,0

Going on with the list.
molecule,697 NFkB inh,Gli-Sufu block,EBI2 block,APJ antag,CCR6 antag,CXCR6 inh,Jurkat NFkB inh,UBC13 polyUb
CCCSc1nc(NCc2ccco2)c2c3c(sc2n1)COC(C)(C)C3,-20,-1,7,23,17,-2,-21,2
CC(=O)Oc1ccc(C2OC(=O)c3ccccc3N2C(C)=O)cc1 (stereo unspecified),-5,3,-10,14,-24,-10,8,-5
Cc1cccc(N(CC(N)=O)C2SC(=O)NC2=O)c1 (stereo unspecified),22,5,-4,22,26,6,6,1
Cc1nnc(SCC(=O)NC(=O)NCc2ccco2)n1Cc1ccccc1,-21,-3,-11,-9,-13,9,-3,-16
COc1ccc(NC(=O)COC(=O)c2ccc([N+](=O)[O-])o2)cc1Cl,-7,1,-8,-44,-11,-31,-11,-3
O=C(C1=C[C@@H]2[C@H]3C(=O)N(c4ccc(Cl)cc4)C(=O)[C@H]3[C@@H](C(=O)c3ccc(Cl)cc3)N2C=C1)c1ccccc1,2,-14,4,-5,-5,-7,-1,-29
CCOc1ccc(/C=N/N2C(C)CCCC2C)cc1OC (stereo unspecified),-2,-5,-6,5,15,-11,-13,4
Cc1ccc(CN2CC(C(=O)Nc3ncccc3C)CC2=O)cc1 (stereo unspecified),-10,9,-2,-31,-6,-25,-1,-1
Cc1cc(O)cc2c1C1CCC3(C)C(=O)CCC3C1C=C2 (stereo unspecified),/,-3,7,/,4,-1,/,/
COc1cc(/C=N/NC(=O)Cc2nnc(N)s2)cc(OC)c1OC,2,-2,-15,-3,-3,4,0,0
CC1CCN(S(=O)(=O)c2ccc(NC(=O)c3ccncc3)cc2)CC1,-70,16,1,-7,6,5,24,-14
COc1ccc(C(=O)NC(=S)Nc2ccc(S(=O)(=O)Nc3cc(C)on3)cc2)cc1OC,2,0,-8,26,25,12,-3,-2

Entries of single compounds, looked up by structure:
CCNC(=O)c1ccccc1-c1nc(-c2ccccc2OC)no1 is entered as 697 NFkB inh = -3; Gli-Sufu block = 6; EBI2 block = -5; APJ antag = 3; CCR6 antag = 0; CXCR6 inh = 2; Jurkat NFkB inh = -13; UBC13 polyUb = -4
Cc1ccc(CCN2CC(C(=O)NCCN3CCOCC3)CC2=O)cc1 (stereo unspecified) is entered as 697 NFkB inh = -26; Gli-Sufu block = 2; EBI2 block = /; APJ antag = -18; CCR6 antag = -26; CXCR6 inh = /; Jurkat NFkB inh = -16; UBC13 polyUb = -14
Cc1nnc(SCC(=O)NC(=O)NCc2ccco2)n1Cc1ccccc1 is entered as 697 NFkB inh = -21; Gli-Sufu block = -3; EBI2 block = -11; APJ antag = -9; CCR6 antag = -13; CXCR6 inh = 9; Jurkat NFkB inh = -3; UBC13 polyUb = -16

Continuation.
molecule,697 NFkB inh,Gli-Sufu block,EBI2 block,APJ antag,CCR6 antag,CXCR6 inh,Jurkat NFkB inh,UBC13 polyUb
O=C(CSc1ccccc1)Nc1nccs1,2,-13,0,0,5,-4,-11,8
CC(=O)Nc1ccc(NC(=O)CSc2n[nH]c(-c3cccs3)n2)cc1,21,-8,6,-1,6,-2,10,4
CC1(C)Oc2ccc(C(=O)NNC(=O)Nc3ccccc3)cc2NC1=O,14,-15,-11,8,8,-5,-10,-1
O=C(NCC1CCCO1)c1ccc(NC(=O)c2ccc([N+](=O)[O-])cc2)cc1 (stereo unspecified),-6,2,-7,-36,-16,-16,0,-3
O=C(N1CCOCC1)N1CCN(S(=O)(=O)c2ccccc2)C1,21,-7,-6,12,-4,3,11,0
COc1ccc(CSc2nncn2C)cc1[N+](=O)[O-],15,1,-2,18,22,5,12,7
CCN1CCN(c2ccc(S(=O)(=O)N3CCCCC3)cc2NC(=O)Cc2c(F)cccc2Cl)CC1,-6,28,6,16,16,0,-1,3
COc1ccc(S(=O)(=O)n2cnc3cc(C)c(C)cc32)cc1,-12,10,-3,10,12,-15,9,7
CC(=O)Nc1ccc(-n2cnnn2)cc1,-1,-1,2,2,1,4,-9,7
O=C(Cc1n[nH]c(=O)c2ccccc12)N/N=C/c1cc2c(cc1Cl)OCO2,-17,-15,0,17,23,-10,-16,-2
CCCN1CCN(C2CCCCC2NS(=O)(=O)c2ccccc2)CC1 (stereo unspecified),-2,44,-2,-14,29,4,16,2
O=C(c1cccc(S(=O)(=O)NCc2ccccc2)c1)N1CCN(c2ccc(F)cc2)CC1,8,-17,-5,2,1,0,-10,8

(more compounds)
molecule,697 NFkB inh,Gli-Sufu block,EBI2 block,APJ antag,CCR6 antag,CXCR6 inh,Jurkat NFkB inh,UBC13 polyUb
CN(C)c1ccc(CN(C(=O)/C=C/c2ccco2)C2CCS(=O)(=O)C2)cc1 (stereo unspecified),7,3,4,-5,8,11,-18,-7
Cc1cc(O)cc(O)c1C(=O)Cc1cnn(-c2ccccc2)c1,-35,-1,3,-4,10,-4,4,-3
CN(CCOc1ccc(Cl)cc1)C(=O)c1cc([N+](=O)[O-])ccc1N1CCOCC1,7,13,17,23,21,-10,13,6
Cc1ccc(NC(=O)COC(=O)Cn2cnc3ccccc32)c([N+](=O)[O-])c1,-3,-11,-4,7,-5,2,-3,0
COC(=O)C1=C(N)Oc2c(oc(CO)cc2=O)C1c1ccc(F)cc1 (stereo unspecified),3,4,-9,3,3,-21,3,-3
CN(C)S(=O)(=O)c1ccc(NC(=O)CCNC(=O)c2ccc([N+](=O)[O-])cc2)cc1,13,-2,-18,-62,-9,-9,1,4
Cc1cc(Cl)ccc1NC(=S)NCc1ccc(S(N)(=O)=O)cc1,13,23,-8,1,-5,1,14,8
CCCCC(=O)Nc1cccc(NC(=S)NC(=O)C(C)C)c1,20,-7,-2,5,-12,10,4,24
C=CCNC(=O)c1cc2c(=O)n3cccc(C)c3nc2s1,0,-10,-9,15,13,0,-12,9
COc1ccc(OCc2n[nH]c(=S)o2)cc1,-7,-6,-6,-3,19,8,-1,-2
CCC(C)C(=O)Nc1ccc(OC)cc1[N+](=O)[O-] (stereo unspecified),-4,-22,-14,13,-5,4,-10,4
CCOC(=O)C1CCCCN1C(=O)c1cc2ccc(OC)cc2c2cc(OC)c(OC)cc12 (stereo unspecified),/,23,-2,/,15,-6,/,/

(next part)
molecule,697 NFkB inh,Gli-Sufu block,EBI2 block,APJ antag,CCR6 antag,CXCR6 inh,Jurkat NFkB inh,UBC13 polyUb
O=C(c1ccc(C(F)(F)F)cc1)C1CCCN(C(=O)CCc2ccncc2)C1 (stereo unspecified),-37,-10,8,-12,1,-17,4,-5
CCOC(=O)C1CCN(c2c(NCCCN(C)C3CCCCC3)c(=O)c2=O)CC1,4,6,-2,3,5,5,-6,8
COc1cccc(N2C(=O)[C@H]3C(C(=O)c4cnccn4)=NN[C@H]3C2=O)c1,-7,11,-2,14,9,0,12,-11
CCc1nnc(NS(=O)(=O)c2ccc(N/C=C\C(=O)c3ccc(F)cc3)cc2)s1,5,3,-6,-10,4,-8,18,-4
CCCCn1c(CCCNC(=O)c2ccco2)nc2ccccc21,-14,11,-5,0,-3,3,-1,-12
O=C(COc1cc2oc(=O)c3c(c2cc1Cl)CCCC3)NCc1cccnc1,9,/,-7,12,10,1,4,-4
COC(=O)c1sc2[nH]c(=S)n(N)c(=O)c2c1C,/,-2,-3,/,-6,4,/,/
COC(=O)Nc1ccc(C)c(NC(=O)OC)c1,8,7,-3,8,5,2,-6,4
CC(=O)OCCN1C(=O)c2ccc(-c3nc4ccccc4c(=O)o3)cc2C1=O,25,-6,0,6,16,3,2,5
C[C@H]1CN=C(N(C)C)N1CCCC1CCCC1,-5,8,-11,-12,7,-1,-13,2
CC(C)OC(=O)c1ccc(NC(=O)Cn2c(-c3nonc3N)nc3ccccc32)cc1,-18,-3,30,-6,-10,8,-3,-19
COc1ccc(N(CC(O)Cn2c(C)nc3ccccc32)S(=O)(=O)c2ccccc2)cc1 (stereo unspecified),12,8,7,2,-3,4,3,-5

The list goes on.
molecule,697 NFkB inh,Gli-Sufu block,EBI2 block,APJ antag,CCR6 antag,CXCR6 inh,Jurkat NFkB inh,UBC13 polyUb
N#C/C(N=Nc1ccccc1O)=N\Nc1ccccc1O,-89,17,-21,3,71*,13,0,-257
CC(C)Cc1nnc(NC(=O)CCC(=O)N2CCN(Cc3ccc(F)cc3)CC2)s1,-11,10,-6,0,6,12,5,-3
Cc1ccc(C)c(OCC(=O)NNC(=O)CCN2CCN(c3ccccc3)CC2)c1,-15,9,-13,-3,14,-4,-3,-6
COc1ccccc1NC(=O)CSc1nnnn1C1CCCC1,6,-9,-2,2,22,1,-7,9
COc1ccc(C(C)NC(=O)C2C(=O)NC3(C)CC2c2ccccc2O3)cc1 (stereo unspecified),29,-2,-8,17,-9,-4,14,-3
Cc1ccnc(Nc2nc3ccccc3o2)n1,-85,-8,2,5,11,0,-49,-4
Cc1cccc(CCNC(=O)C2CCCN(S(=O)(=O)c3cccc4nsnc34)C2)c1 (stereo unspecified),21,-2,15,8,2,9,-4,1
CCOC(=O)c1cn(CC(=O)Nc2ccc(OC)cc2OC)nn1,4,-7,-15,-5,7,-3,-3,-13
COc1ccccc1-c1nc2n(n1)C(c1ccc(Cl)cc1)C(C(N)=O)=C(C)N2 (stereo unspecified),1,9,7,6,12,1,-14,10
O=C(COC(=O)CNC(=O)C1CCCCC1)NCc1ccc(Cl)cc1,3,-2,-9,7,4,10,-23,-7
C=CC[N+]1(CC#CCOC(c2ccccc2)c2ccccc2)CCOCC1,10,2,1,11,-3,-3,7,13
Cc1ccc(SC(=O)COc2ccc(C)c(C)c2)cc1,-7,-16,15,-13,-13,0,-6,-2

The results go on.
molecule,697 NFkB inh,Gli-Sufu block,EBI2 block,APJ antag,CCR6 antag,CXCR6 inh,Jurkat NFkB inh,UBC13 polyUb
CCOC(=O)CC(C(=O)OCC)P(=O)(c1ccccc1)c1ccccc1 (stereo unspecified),-24,-10,7,-6,4,-9,-24,-13
Cc1ccccc1C1CC(c2ccccc2OC(F)F)Nc2ncnn21 (stereo unspecified),-18,-4,-8,-29,5,2,3,6
O=C(CCN1C(=O)CSc2ccccc21)Nc1ccc(C(F)(F)F)cc1,0,6,0,-16,1,-3,-15,-6
O=C(c1ccc(F)cc1)C1CCN(C(=S)Nc2ccccc2Cl)CC1,15,13,-2,1,7,-6,2,5
CNC(=S)Nc1cc(S(=O)(=O)Nc2cc(Cl)ccc2Cl)ccc1N1CCCC1,1,1,-6,33,20,9,-9,-2
CCCn1cnc2c(oc3ccccc32)c1=O,-9,-6,-4,5,2,-2,-35,7
COc1ccc(CN(C(=O)CCC(=O)Nc2cc(C)on2)C(C(=O)NC(C)(C)C)c2cccc(OC)c2OC)cc1 (stereo unspecified),11,-3,-1,4,11,1,-14,6
CSc1ccc(C(=O)C2CCCN(C(=O)c3cccc(N4CCOCC4)c3)C2)cc1 (stereo unspecified),11,3,-1,-5,2,3,9,16
O=c1c2c3c(sc2n(CCN2CCOCC2)c(=O)n1Cc1ccco1)CCCCC3,4,12,6,9,21,5,0,3
